Eya2 inh: Eya2 (human) phosphatase inhibition | O00167 | AID 488837 | Potency, µM (doses to about 76.9 µM), without a hit: top-dose activity, negative = inhibition, most hits filed as inhibitors | 330,000 compounds, 0.006% hits | recombinant Eya2, OMFP fluorescence dephosphorylation (OMFP is methylfluorescein phosphate); note: potency is the fitted concentration of half-maximal effect; % is set by controls: 0 for no effect and ±100 for the full control effect
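Eya2 protein (added as 0.2 uM solution) was preincubated with compound for 10 min at ambient temperature in 50 mM HEPES pH 7.5, 50 mM NaCl, 5 uM MgCl2, 0.05% BSA, 1 mM DTT. OMFP (added at 50 uM) then reacted 10 min; fluorescence read at 485/525 nm.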
Mito fusion act: mitochondrial division inhibition or fusion activation; S. cerevisiae fusion-defective mutant growth rescue, CellTiterGlo 48 h; Potency, µM (top dose mostly 46.1 µM), for the others: at the top dose growth rescue (activation), actives largely listed as activators; 320,000 compounds, 0.23% hits; AID 485298;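 note: potency is the fitted concentration of half-maximal effect; % of control where 0% means no effect; nearly all actives have a fitted effect of over 45% in size; temperature-sensitive fusion mutants such as fzo1-1 at 37 °C on non-fermentable ethanol glycerol medium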
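Yeast fusion mutant, YPEG (non-fermentable carbon), compound, 48 h at 37C non-permissive; CellTiterGlo added, 10 min RT, luminescence read. Rescued growth = division inhibition.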
ASM inhibitor: inhibitors of human secretory acid sphingomyelinase | placental ASM, HMU-PC fluorogenic substrate, 60 min | Potency, µM (highest dose often 57.5 µM), without a hit: top-dose activity change, negative = inhibition, most hits filed as inhibitors | AID 504937 | 340,000 compounds, 0.006% hits | P17405; note: potency is the fitted concentration of half-maximal effect
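Human placenta-derived ASM preincubated with compound 10 min at room temperature, then reacted with 9 uM (final) fluorogenic HMU-PC substrate for 60 min at 37 C. Stop solution raises pH to 10; fluorescence read at Ex 386/Em 447 nm.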
Menin-MLL TR inh: inhibitors of human menin-MLL interaction, mutant MLL peptide | 270,000 compounds, 0.23% hits | Menin + Texas Red MLL mutant peptide, fluorescence polarization | O00255 | Potency, µM (top dose mostly 61.6 µM), inactives show at the top dose FP activity change, negative = inhibition, most hits filed as inhibitors; active = well fitted inhibition curve with a large enough effect in the polarisation, with a control signal flat, not every such curve was filed as active; inconclusive = small, poorly fitted or top-dose-only effect, or effect the other way, or a change in a side signal; inactive = no such curve, though single readings can be large or run the other way; the % refers to the polarisation; note: potency is the fitted concentration of half-maximal effect; % of control where 0% means no effect; many of its hits are not listed in these tables
Target sequence (O00255 whole entry, looked up): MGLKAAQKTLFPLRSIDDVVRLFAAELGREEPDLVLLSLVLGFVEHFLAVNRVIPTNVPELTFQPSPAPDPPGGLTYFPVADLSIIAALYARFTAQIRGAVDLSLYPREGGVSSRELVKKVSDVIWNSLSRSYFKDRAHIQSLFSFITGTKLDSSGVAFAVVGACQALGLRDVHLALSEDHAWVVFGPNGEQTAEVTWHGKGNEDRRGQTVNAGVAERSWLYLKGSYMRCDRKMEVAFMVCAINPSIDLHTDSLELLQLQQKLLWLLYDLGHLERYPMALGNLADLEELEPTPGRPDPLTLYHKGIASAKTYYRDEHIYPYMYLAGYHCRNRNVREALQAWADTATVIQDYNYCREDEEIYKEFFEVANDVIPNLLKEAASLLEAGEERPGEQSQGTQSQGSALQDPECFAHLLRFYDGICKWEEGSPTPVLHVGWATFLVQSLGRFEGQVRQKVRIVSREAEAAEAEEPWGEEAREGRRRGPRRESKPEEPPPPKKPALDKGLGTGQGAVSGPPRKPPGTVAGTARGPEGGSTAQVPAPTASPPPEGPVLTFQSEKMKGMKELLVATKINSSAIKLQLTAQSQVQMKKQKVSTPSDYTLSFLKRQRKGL
PKM2 activator: PKM2 (human) enzyme activation; P14618; purified PKM2, Kinase-Glo ATP luminescence, activation; response scale: 0% is enzyme alone, no compound; Potency, µM (top dose mostly 57.5 µM), inactives show top-dose activation, most hits filed as activators; 260,000 compounds, 0.34% hits; AID 1631; note: potency is the fitted concentration of half-maximal effect; % is set by controls: 0 for no effect and ±100 for the full control effect; nearly all actives have a fitted effect of over 55% in size
Target sequence (P14618 whole entry, looked up): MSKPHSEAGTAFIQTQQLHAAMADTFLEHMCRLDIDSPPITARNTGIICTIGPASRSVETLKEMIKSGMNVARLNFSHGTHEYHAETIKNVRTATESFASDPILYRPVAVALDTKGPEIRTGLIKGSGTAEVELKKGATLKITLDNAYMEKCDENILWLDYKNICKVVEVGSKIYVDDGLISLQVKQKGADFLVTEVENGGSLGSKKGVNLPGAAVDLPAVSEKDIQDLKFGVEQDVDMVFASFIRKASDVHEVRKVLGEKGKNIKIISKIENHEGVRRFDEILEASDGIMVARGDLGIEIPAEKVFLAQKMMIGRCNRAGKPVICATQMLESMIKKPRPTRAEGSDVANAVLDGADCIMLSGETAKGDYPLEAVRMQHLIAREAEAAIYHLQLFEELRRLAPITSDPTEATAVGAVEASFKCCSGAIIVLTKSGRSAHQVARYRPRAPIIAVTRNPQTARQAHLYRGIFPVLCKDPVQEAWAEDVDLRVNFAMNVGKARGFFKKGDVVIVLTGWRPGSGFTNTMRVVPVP
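Purified hPK-M2 (>95%) run at intermediate activity with 0.1 mM ADP and 0.5 mM PEP in 50 mM imidazole pH 7.2, KCl, MgCl2; 1 h room temperature. ATP formed read by Kinase-Glo luminescence; normalized to uninhibited and no-enzyme controls.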
GALK inhibitor: blocks human galactokinase activity. Purified GALK, Kinase-Glo residual ATP luminescence. Potency, µM (top dose mostly 57.5 µM), for inactives: at the highest dose activity change, negative = inhibition, actives largely listed as inhibitors. 270,000 compounds, 0.007% hits; note: potency is the fitted concentration of half-maximal effect; % is set by controls: 0 for no effect and ±100 for the full control effect
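GALK at 5 nM final was combined with compound, 35 uM ATP and 100 uM galactose in HEPES pH8.0 with MgCl2 and DTT. The reaction ran one hour at room temperature before luminescent ATP detection.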
TSHR antag: antagonists of human thyroid stimulating hormone receptor; P16473; activity change, negative = inhibition, % at 11.5 µM; AID 504810; 330,000 compounds, 0.2% hits; TSHR-expressing cells, TSH-stimulated cAMP HTRF, 2 h; active compounds read low;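 active = activity change below a set negative limit, meaning inhibition stronger than a set level, cut at about -70% in these data; inconclusive = activity change between two set negative limits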; note: % is set by controls: 0 for no effect and ±100 for the full control effect
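Inhibition of cAMP made by TSHR-expressing cells under TSH stimulation (4nM final, EC80; 2 h, 37 deg C) is quantified with a one-step lysis HTRF kit, anti-cAMP cryptate versus cAMP-d2.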
USP2a block: USP2a (human) protease inhibition. O75604. USP2 core, Ub-CHOP2 coupled fluorogenic reporter, 485/531. Potency, µM (highest dose often 38.3 µM), without a hit: at the highest dose activity change, negative = inhibition, most hits filed as inhibitors. 330,000 compounds, 0.01% hits. AID 463254;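 note: potency is the fitted concentration of half-maximal effect; plate controls were DMSO wells for no effect and full inhibition by NEM control for full effect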
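USP2 core (10nM final) preincubated 30min RT with compound in 20mM Tris-HCl pH 8.0, 2mM CaCl2, 2mM beta-mercaptoethanol, 0.05% CHAPS; 25nM Ub-CHOP2 plus 25nM reporter substrate added, fluorescence (Ex485/Em531) read after 60min.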
BCR signal inh: chronic active BCR signaling inhibition; AID 493014; ABC-DLBCL IkBa-CBG/CBR reporter, luminescence ratio, 4 h; 340,000 compounds, 0.05% hits; Potency, µM (doses to about 46.1 µM), inactives show at the highest dose ratio change, negative = lower green/red ratio, usual class: inhibitors; active = well fitted inhibition curve with a large enough effect in the signal ratio, with a control signal flat, not every such curve was filed as active; inconclusive = small, poorly fitted or top-dose-only effect, or effect the other way, or a change in a side signal; the % refers to the signal ratio;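 note: potency is the fitted concentration of half-maximal effect; plate controls were basal doxycycline-induced cells for no effect and cells given 10 µM MG132 for full effect; MG132 reads +100%, hits lower the ratio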
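TMD8 ABC-DLBCL cells carrying doxycycline-inducible green luciferase fused to IkappaBalpha plus unfused red luciferase were exposed to compounds (up to 46 uM) for 4 hrs at 37C. Activity came from the overlap-corrected green/red luminescence ratio.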
hERG WT inh: KCNH2 (human, wildtype) channel inhibition. Q12809. U2OS, BacMam KCNH2, thallium flux FluxOr; active compounds read low. activity change, % at 1.84 µM. 340,000 compounds, 0.37% hits. AID 720551;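 active = maximum activity change below -70%; inconclusive = maximum activity change between -70% and -50%; inactive = maximum activity change above -50%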; note: % is set by controls: 0 for no effect and ±100 for the full control effect
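U2OS cells were transduced with wild-type KCNH2 virus (2.03 x 10^8 / mL) for 4 h at room temperature, then cultured overnight at 37 C. Thallium flux was read with FluxOr dye. Rate constants were normalized to DMSO controls.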
MBNL1-CUG inh: inhibitors of human MBNL1 binding to CUG repeat RNA. Q9NR56. TR-FRET MBNL1-His/biotin-(CUG)12 binding, 665/545 ratio. Potency, µM (series often up to 57.5 µM), without a hit: at the top dose activity change, negative = inhibition, hits mostly inhibitors. AID 2675. 280,000 compounds, 0.036% hits; active = well fitted inhibition curve with a large enough effect in the signal ratio, with a control signal flat, not every such curve was filed as active; inconclusive = small, poorly fitted or top-dose-only effect, or effect the other way, or a change in a side signal; inactive = no such curve, though single readings can be large or run the other way; the % refers to the signal ratio; note: potency is the fitted concentration of half-maximal effect; % is set by controls: 0 for no effect and ±100 for the full control effect
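His-tagged MBNL1 binding to biotinylated (CUG)12 RNA was measured by TR-FRET using terbium anti-His antibody (0.055 ng/ul final) and streptavidin-XL665 (5 nM final). Compounds were titrated 92 nM to 58 uM; 60 min at room temperature.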
Starred values were filed as active, the others as inactive; ? = inconclusive; / = not tested or not shown; [ ] = remark or other dose. Unless noted, calls come from the whole dose curve; as a rule, active = well fitted curve in the direction sought with a large enough effect; inconclusive = small, poorly fitted or top-dose-only effect, or another doubt; inactive = no such curve, though single readings can be large; an effect the other way counts as inactive or inconclusive. The list is partial. The share of hits here may be higher or lower than overall.

SMILES	Eya2 inh	Mito fusion act	ASM inhibitor	Menin-MLL TR inh	PKM2 activator	GALK inhibitor	TSHR antag	USP2a block	BCR signal inh	hERG WT inh	MBNL1-CUG inh
CCN(CC)S(=O)(=O)c1cccc(-c2nnc(SCCCC(=O)c3ccc(F)cc3)o2)c1	2.3%	4.5%	-4.9%	13.7%	0.5%	6.2%	-38.9	-8.8%	-0.4%	-3.9	-3.9%
Cc1ccc(-n2c(COc3cccc(C)c3)n[nH]c2=S)cc1	-14.7%	9.3%	-2.8%	-8.7%	-3.3%	0.9%	-2.9	13.2%	-0.6%	2.8	9.6%
CC(C)(C(=O)N[C@H](CO)c1ccccc1)C(=O)N[C@H](CO)c1ccccc1	-1.3%	-4.7%	4.8%	-4.9%	-1.0%	/	-2.0	0.1%	?	1.8	-8.0%
Clc1cccc(-c2nnc3n2CCCCC3)c1	0.7%	2.4%	2.3%	-1.9%	7.2%	-1.1%	0.7	-0.2%	2.8%	-13.2	-5.1%
CCCCN1C(=S)SC(C)(C)C1/[N+]([O-])=C/c1cccnc1 (configuration not stated)	7.3%	4.7%	0.7%	-0.7%	2.3%	-1.4%	4.0	1.2%	-0.3%	-4.1	4.3%
Cc1ccc(CNC(=O)CSc2nc3ccccc3c(=O)n2CC2CCCO2)cc1 (configuration not stated)	0.4%	/	-2.3%	/	/	/	-4.3	1.6%	6.7%	-18.3	/
CCCOC(=O)C1=C(C)N(C)C(=O)NC1c1cc2c(cc1Br)OCO2 (configuration not stated)	0.7%	10.0%	48.6%[activator]	-3.6%	-1.5%	-4.9%	11.0	1.2%	?	-7.6	-4.7%
CCCn1c(=O)c(C(=O)Nc2cccc(C)c2)c(O)c2ccccc21	-5.6%	2.8%	-11.0%	?	-4.2%	-5.2%	7.0	0.5%	0.2%	1.8	1.8%
CCOC(=O)CSc1nnc(CCc2nc3ccccc3[nH]2)n1C	-3.9%	-4.2%	-0.1%	19.1%	4.5%	-1.5%	-2.1	1.0%	-10.2%	-0.3	2.0%
COc1cc(NC(=O)COC(=O)c2cnccn2)c(C)cc1[N+](=O)[O-]	-28.1%	-3.2%	-2.5%	/	6.3%	2.1%	2.3	-3.9%	-6.5%	6.5	/
Cc1n[nH]c(=O)n1-c1ccc(Oc2ccccc2)cc1	8.2%	-1.4%	3.7%	12.2%	0.1%	0.1%	26.7	3.0%	?	-6.2	5.9%
CNC(=O)c1nnc(Cc2ccc(Cl)cc2)o1	-8.7%	-1.4%	-1.0%	12.8%	-1.9%	1.0%	-0.9	2.6%	-1.9%	4.8	-4.1%
COc1ccccc1OCCCOc1c(Cl)cc(C)cc1Cl	-3.4%	3.1%	1.6%	16.7%	-0.2%	0.9%	2.9	2.0%	8.1%	-1.1	/
CCC(c1nnnn1Cc1ccco1)N(Cc1ccccc1OC)Cc1cc2cc(C)ccc2[nH]c1=O (configuration not stated)	2.5%	-1.3%	-12.4%	3.3%	0.2%	-0.7%	-11.4	-1.7%	-2.2%	-5.9	1.8%
CC1(C)CC2CC(C)(CN2/C=N/c2sc3c(c2C#N)CC(C)(C)NC3(C)C)C1 (configuration not stated)	3.0%	-6.7%	-1.2%	/	2.8%	0.5%	-8.6	-3.0%	-4.7%	5.7	-3.5%
CN(C)c1ccc(C(=O)N2CC(=O)N(CCc3ccccc3)C(=O)C2)cc1	-9.1%	2.2%	1.8%	-1.8%	0.4%	0.5%	2.6	0.2%	?	-3.8	-0.6%
CCSc1nnc(-c2ccc(S(=O)(=O)NCc3cccs3)cc2)o1	-4.3%	3.7%	0.7%	2.2%	1.4%	3.4%	-2.6	0.5%	-6.3%	-0.6	128.4%[activator]
CCOc1cc(C=O)cc(N=Nc2cccc([N+](=O)[O-])c2)c1O	-5.3%	-14.0%	-4.7%	?	-6.6%	3.7%	-11.2	-0.9%	-2.4%	-7.2	?
O=C(Nc1ccc(Cl)c(S(=O)(=O)N2CCOCC2)c1)c1ccc2c(c1)OCCO2	-0.8%	-5.2%	-3.6%	?	3.0%	-0.9%	-7.4	1.9%	?	-2.0	-2.5%
CCCC(=O)Nc1ccc2nc(SCC(=O)Nc3ccc(N4CCOCC4)c(Cl)c3)sc2c1	-26.4%	0.4%	-9.4%	?	-1.6%	-2.1%	-8.0	-15.3%	?	-1.5	-5.3%
CCC(C)(C)n1nnnc1C(c1ccc(OC)c(OC)c1)N1CCN(c2ccc(OC)cc2)CC1 (configuration not stated)	5.0%	1.1%	-0.3%	-11.5%[11.7 µM]	3.0%	2.6%	-9.2	3.3%	-3.9%	5.6	13.9%
CCCn1c(CCC(=O)Nc2ccccc2Cc2ccccc2)nc2cc(S(=O)(=O)N3CCOCC3)ccc21	6.0%	-1.4%	-7.0%	?	5.5%	1.2%	-1.9	4.3%	?	-0.2	10.4%
CCCCc1cc(C(=O)Cc2ccccn2)c(O)cc1O	-1.2%	5.3%	-17.4%	-14.0%	/	0.0%	-3.7	-0.5%	6.4%	-4.0	-3.8%
CC(C)OC(=O)CC12CN3CC(CC(=O)OC(C)C)(CN(C1)C(=O)c1ccccc1C3=O)C2=O	-7.4%	0.2%	0.5%	-0.2%	1.2%	1.1%	-5.1	-2.1%	?	-3.5	-8.6%
CS(=O)(=O)Cc1ccc(C(=O)NC(c2ccccc2)c2ccccc2)cc1	3.5%	-4.5%	2.5%	-8.0%	-9.4%	-5.9%	-1.2	-1.3%	2.1%	2.6	2.4%

(further entries)
SMILES	Eya2 inh	Mito fusion act	ASM inhibitor	Menin-MLL TR inh	PKM2 activator	GALK inhibitor	TSHR antag	USP2a block	BCR signal inh	hERG WT inh	MBNL1-CUG inh
CCOC(=O)c1c(S(=O)(=O)NCCc2ccc(OC)c(OC)c2)c(C)n(C)c1C	8.0%	?	-2.1%	-29.1%	/	4.0%	24.0	-5.0%	-21.3%	-0.1	-10.9%
O=C(NCc1ccc(Cl)cc1)C1CCN(S(=O)(=O)N2CCOCC2)CC1	12.5%	0.9%	0.6%	3.0%	-6.8%	3.1%	5.0	2.2%	-2.1%	/	-10.4%
CC(C)CN(CCCNC(=O)CN1C(=O)COc2ccc(S(=O)(=O)N3CCCCCC3)cc21)CC(C)C	-1.3%	-0.8%	-2.6%	/	/	-5.6%	7.9	-0.4%	-0.1%	2.0	-3.8%
CN(C)/C=C(\C=O)c1cccc(Cl)c1	7.7%	-4.5%	7.0%	-5.1%	1.6%	-1.3%	-9.1	2.4%	5.0%	-6.4	-0.6%
COc1ccc(C2(O)CN(c3ccc(C)cc3)C3=[N+]2CCCC3)cc1 (configuration not stated)	-11.1%	0.0%	-0.7%	-1.6%	-12.1%	10.2%	4.8	-1.9%	-0.1%	23.7	-3.5%
CCOC(=O)c1sc2nc(NC(=O)C3CC3)sc2c1C	8.6%	5.0%	400.1%[activator]	15.2%	-4.0%	-1.1%	8.3	-10.1%	-13.5%	4.0	8.0%
CN(C)S(=O)(=O)c1cccc(NC(=O)Cn2cnc3ccccc3c2=O)c1	-17.0%	-3.3%	-1.2%	4.4%	3.6%	2.2%	13.6	-3.2%	-8.1%	-4.1	1.5%
Cc1nnc(Sc2nc3c(c(=O)n(C)c(=O)n3C)n2Cc2ccc(Cl)cc2)s1	2.1%	/	2.5%	-7.9%	8.1%	/	-3.2	1.2%	4.8%	8.0	2.0%[11.5 µM]
Cc1cc(C)n(-c2nc(SCC(=O)NCC3CCCO3)c3c4c(sc3n2)CCCC4)n1 (configuration not stated)	1.3%	2.7%	/	-14.5%	-4.1%	0.9%	6.7	1.2%	-1.0%	/	-2.1%
Cc1cn(-c2cccnc2)c(C)c1CNC[C@H]1O[C@@H](n2cnc3c(N)ncnc32)[C@H](O)[C@@H]1O	7.9%	/	5.1%	/	/	/	5.4	1.2%	?	-22.8	/
CC(=O)N1N=C(c2ccccc2)OC1c1cccnc1 (configuration not stated)	3.4%	-0.9%	-1.2%	1.3%	9.3%	0.1%	-1.1	0.5%	-12.0%	4.6	3.2%

High-throughput results (PubChem)
